Assay outcomes from PubChem BioAssay.
Growth percent in the NCI-60 one-dose screen (48 h, 10 µM unless noted): 100 = growth as untreated, 0 = no growth, -100 = all killed.
TK-10: TK-10 renal cancer cells. actives 3.9% (n = 81,000); active = growth percent below 10
* hit, by the source's call; & = joins results of further samples; [ ] = another dose, or the depositor's remark.

SMILES,TK-10
CCCCCN1C(=O)C(Cc2ccccc2)N=C(c2ccc(O)cc2)c2cc(Cl)ccc21 (configuration not stated),59[30 µM]
N#CCN1C(=O)C(Cc2ccccc2)N=C(c2cccc(O)c2)c2ccccc21 (configuration not stated),95[30 µM]
N#CCN1C(=O)C(CCC(N)=O)N=C(c2cccc(O)c2)c2ccc(Cl)cc21 (configuration not stated),133[30 µM]
O=C(/C=C/c1ccccc1)CCC1C(=O)NC(=S)NC1=O,18&122[100 µM]
NC(=O)CN1C(=O)C(Cc2ccc(O)cc2)N=C(c2ccc(O)cc2)c2cc(Cl)ccc21 (configuration not stated),93[30 µM]
CCCCN1C(=O)C(Cc2ccccc2)N=C(c2cccc(O)c2)c2ccccc21 (configuration not stated),89[30 µM]
CCCCN1C(=O)C(C(C)C)N=C(c2cccc(O)c2)c2ccc(Cl)cc21 (configuration not stated),96[30 µM]
O=C(O)CC1N=C(c2cccc(O)c2)c2ccc(Cl)cc2N(CC2CC2)C1=O (configuration not stated),104[30 µM]
CC1C2CCC3C(O)C2(CC(O)C2(O)C1CC(O)C2(C)C)CC3(C)O (configuration not stated),107[100 µM]
CC(C)C1N=C(c2cccc(O)c2)c2ccccc2N(CC2CC2)C1=O (configuration not stated),104[30 µM]
NC(=O)CCC1N=C(c2cccc(O)c2)c2ccccc2N(CC(=O)O)C1=O (configuration not stated),125[30 µM]
CCCCCN1C(=O)C(CO)N=C(c2cccc(O)c2)c2ccccc21 (configuration not stated),91[30 µM]
NNC(=S)N/N=C(\C(=O)Nc1cccc(O)c1)C1C(=O)NC(=S)NC1=O,93&132[100 µM]
C[C@@H]1CC[C@@]2(NC1)O[C@H]1C[C@H]3[C@@H]4CC[C@H]5C[C@@H](O)CC[C@]5(C)[C@H]4CC[C@]3(C)[C@H]1[C@@H]2C,71&108[100 µM]
N#CCN1C(=O)CN=C(c2cccc(O)c2)c2ccccc21,102[30 µM]
O=C1C(CO)N=C(c2ccc(O)cc2)c2cc(Cl)ccc2N1CC1CC1 (configuration not stated),100[30 µM]
CCCCN1C(=O)C(Cc2ccccc2)N=C(c2ccc(O)cc2)c2cc(Cl)ccc21 (configuration not stated),92[30 µM]

An excerpt of these results, as labelled records:
smiles: CCCCCN1C(=O)C(CO)N=C(c2cccc(O)c2)c2ccccc21 (configuration not stated)
  TK-10 = 91[30 µM]

smiles: NNC(=S)N/N=C(\C(=O)Nc1cccc(O)c1)C1C(=O)NC(=S)NC1=O
  TK-10 = 93&132[100 µM]

Copied from the list.
`CCCCCN1C(=O)C(CO)N=C(c2cccc(O)c2)c2ccccc21` (configuration not stated) @ TK-10 = 91[30 µM]
`N#CCN1C(=O)CN=C(c2cccc(O)c2)c2ccccc21` @ TK-10 = 102[30 µM]
`CCCCN1C(=O)C(Cc2ccccc2)N=C(c2ccc(O)cc2)c2cc(Cl)ccc21` (configuration not stated) @ TK-10 = 92[30 µM]

In a second layout: entries from further up.
> C[C@@H]1CC[C@@]2(NC1)O[C@H]1C[C@H]3[C@@H]4CC[C@H]5C[C@@H](O)CC[C@]5(C)[C@H]4CC[C@]3(C)[C@H]1[C@@H]2C
  TK-10: 71&108[100 µM]
> NNC(=S)N/N=C(\C(=O)Nc1cccc(O)c1)C1C(=O)NC(=S)NC1=O
  TK-10: 93&132[100 µM]

Not all compounds are listed (hit frequency here may not be typical).
